DT40 TDP1 no CPT = qHTS for Inhibitors of human tyrosyl-DNA phosphodiesterase 1 (TDP1): qHTS in cells in absence of CPT | DT40 Tdp1-/- hTDP1 cells, no CPT, ATP luminescence, 48 h | Potency, µM (series often up to 46.2 µM), without a hit: at the top dose activity change, negative = growth inhibition, most hits filed as inhibitors | AID 686978, 2013 | hit rate 15% among 420,000; note: nearly all actives have a fitted effect of over 55% in size
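Cells were dispensed at 400 per well, compounds added by pin tool, plates incubated ≥48 hr at 37 °C, then CellTiter-Glo added for 30 min at room temperature before luminescence reading. Line: DT40 Tdp1-/- complemented with hTDP1; camptothecin omitted.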
TDP1 inh = inhibitors of human tyrosyl-DNA phosphodiesterase TDP1. Potency, µM (doses to about 130 µM), without a hit: at the top dose activity change, negative = inhibition, actives largely listed as inhibitors. hit rate 0.28% among 350,000. recombinant TDP1, AlphaScreen DNA substrate cleavage; note: nearly all actives have a fitted effect of over 40% in size
Target sequence (Q9NUW8 whole entry, looked up): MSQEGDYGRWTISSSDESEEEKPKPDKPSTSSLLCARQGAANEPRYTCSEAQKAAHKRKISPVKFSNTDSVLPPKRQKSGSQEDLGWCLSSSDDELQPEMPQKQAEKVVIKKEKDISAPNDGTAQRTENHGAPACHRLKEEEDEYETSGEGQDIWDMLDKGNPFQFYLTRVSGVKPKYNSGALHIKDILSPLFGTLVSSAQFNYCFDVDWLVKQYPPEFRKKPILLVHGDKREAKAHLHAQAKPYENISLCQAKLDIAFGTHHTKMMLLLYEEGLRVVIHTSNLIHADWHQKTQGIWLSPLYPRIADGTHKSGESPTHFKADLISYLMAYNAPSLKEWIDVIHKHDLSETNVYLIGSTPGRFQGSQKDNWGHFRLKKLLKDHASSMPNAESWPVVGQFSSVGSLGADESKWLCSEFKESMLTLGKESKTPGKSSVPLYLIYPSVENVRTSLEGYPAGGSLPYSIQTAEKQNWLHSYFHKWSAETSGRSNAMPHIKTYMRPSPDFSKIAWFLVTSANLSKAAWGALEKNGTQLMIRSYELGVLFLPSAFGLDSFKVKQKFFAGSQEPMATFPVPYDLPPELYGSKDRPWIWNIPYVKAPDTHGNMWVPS
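E. coli-derived human Tdp1, 1 nM final. Cpd preinc 15 min RT; substrate 15 nM final, 5 min RT; AS bead mix 10 ug/ml final, 10 min RT. Signal loss = tyrosine-FITC cleavage. No-enzyme wells = max signal.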
DT40 TDP1 CPT = DT40-hTDP1 cell growth loss with CPT; hit rate 12% among 420,000; chicken DT40 Tdp1-/-;hTDP1 cells + 20 nM CPT, ATP luminescence, 48 h; Potency, µM (top dose mostly 46.2 µM), for inactives: at the top dose activity change, negative = growth inhibition, most hits filed as inhibitors; note: nearly all actives have a fitted effect of over 55% in size
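Chicken DT40 Tdp1-/- cells stably complemented with human TDP1 were seeded at 400 cells/well in medium containing 20 nM camptothecin, exposed to pin-transferred compounds, and grown at 37 °C for at least 48 hr. Viability was read as ATP luminescence.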
* marks the source's active call; other numbers are inactive results; ? = inconclusive; . = no result given; [ ] = another dose, or the depositor's remark. Calls come from the whole dose curve; as a rule, active = well fitted curve in the direction sought with a large enough effect; inconclusive = small, poorly fitted or top-dose-only effect, or another doubt; inactive = no such curve, though single readings can be large; an effect the other way counts as inactive or inconclusive. % is set by controls: 0 for no effect and ±100 for the full control effect; potency is the fitted concentration of half-maximal effect.

SMILES | DT40 TDP1 no CPT | TDP1 inh | DT40 TDP1 CPT
O=C(c1cccc(OC2CCN(Cc3ccc(F)cc3Cl)CC2)c1)N1CCCC1 | ? | 2% | 21µM*
CCOC(=O)c1c(NC(=O)CNC2CCCc3ccccc32)sc(C(N)=O)c1C (stereo not given) | 16µM* | 2% | 23µM*
COc1ccc(O)c(C2Nc3ccccc3-n3c(-c4ccccc4)c4c(=O)n(C)c(=O)n(C)c4c32)c1 (stereo not given) | 18µM* | 3% | 9.2µM*
O=C(NC1(C(F)(F)F)NC(=O)N(CC2CCCCC2)C1=O)c1ccco1 (stereo not given) | -5% | 4% | -11%
COc1ccc(-c2cn(-c3ccccc3)nc2CO)cc1 | -22% | 1% | ?
COc1ccc(/C=C/C(=O)NC(=S)Nc2ccc(S(=O)(=O)Nc3nccnc3OC)cc2)cc1 | -4% | -1% | -2%
CC(C)NC(=O)NNC(=O)Cn1nnc(-c2cccc(Cl)c2Cl)n1 | -1% | -1% | 1%
CC(C)C(C(=O)NCc1ccccc1)N1CCN(C(=O)C2CCCO2)CC1 (stereo not given) | -8% | . | 8%
Cc1cc(S(=O)(=O)N2CCN(CC(=O)NCCc3cccs3)CC2)ccc1Br | ? | 0% | ?
Cc1cccc(N2CCN(CCNC(=O)C3COc4ccccc4C3)CC2)c1C (stereo not given) | 23µM* | 8% | ?
CCN(CC)CCNC(=O)C(=O)Nc1ccc(C(=O)OC)cc1 | -18% | . | -11%
C#CCOCCOCCOCCNc1nc(N2CCN(C(=O)[C@H](CCC(=O)O)n3cc(C(N)CC(C)C)nn3)CC2)nc(N2CCN(C(=O)[C@H](CCC(=O)O)n3cc(C(N)CC(C)C)nn3)CC2)n1 (stereo not given in full) | -2% | -5% | 5%
COc1ccc(NC(=O)c2ccc3nc(C)c(N(C)C(=O)CCc4ccccc4)n3c2)cc1OC | ? | . | ?
CC(C)NC(=O)CS(=O)(=O)c1ccccc1 | -12% | . | -2%
COc1ccc(-c2sc(Nc3ccccc3)n[n+]2C)c(C)c1C | 21µM* | . | 21µM*
Cc1cc(Nc2ccc(C(=O)O)cc2)n2nc(C)nc2n1 | -3% | 0% | -6%
CN(C)CCN(C(=O)CCS(=O)(=O)c1ccccc1)c1nc2c(F)cccc2s1 | 16% | 5% | -28%
CC1CCC2C(C1)c1sc(=O)[nH]c1SC2(C)C (stereo not given) | ? | 7% | ?
Fc1c(CSC(=S)N2CCOCC2)cccc1CSC(=S)N1CCOCC1 | ? | -1% | ?
CCOc1cc(C(=O)N(C)CC(=O)Nc2cccc(F)c2)ccc1OCC(=O)N1CCOCC1 | 3% | 4% | 5%
Cc1cccc(-c2noc(-c3ccccc3OCC(=O)Nc3ccc([N+](=O)[O-])cc3)n2)c1 | 5% | 11% | -1%
CCCn1c(SCC(=O)Nc2cccc(C(=O)OC)c2)nnc1-c1cccnc1 | -24% | 10% | -8%
CNc1nc(N/N=C/c2cc([N+](=O)[O-])ccc2F)nc(Nc2ccccc2)n1 | 7.3µM* | . | 13µM*
O=C(Cc1ccc(-n2cccc2)cc1)N1CCN(c2ccccc2F)CC1 | ? | 8% | ?

Shown with tabs: part of the list above
SMILES	DT40 TDP1 no CPT	TDP1 inh	DT40 TDP1 CPT
CC(C)NC(=O)CS(=O)(=O)c1ccccc1	-12%	.	-2%
COc1ccc(-c2sc(Nc3ccccc3)n[n+]2C)c(C)c1C	21µM*	.	21µM*
Cc1cc(Nc2ccc(C(=O)O)cc2)n2nc(C)nc2n1	-3%	0%	-6%
CN(C)CCN(C(=O)CCS(=O)(=O)c1ccccc1)c1nc2c(F)cccc2s1	16%	5%	-28%

Additional compounds
SMILES | DT40 TDP1 no CPT | TDP1 inh | DT40 TDP1 CPT
CC(C)CC(=O)NNC(=S)NCc1ccco1 | -8% | -3% | 0%
CCOC(=O)c1c(-c2cccs2)csc1NC(=O)COC(=O)c1c(C)noc1C | ? | 0% | ?
COc1ccc([C@H]2CC(=O)C=C(c3ccc(F)nc3)C2)cc1OC | -29% | 2% | ?
Cc1c(C(=O)NCCC2=CCCCC2)sc2ncnc(N3CCCCC3C)c12 (stereo not given) | -19% | 1% | ?
O=C(NCCOC(=O)Nc1cccc2ccccc12)OCc1ccccc1 | 16% | . | 13%
COc1ccccc1C(=O)NC(=O)Nc1cccc(Cl)c1 | ? | . | -7%
COc1ccc(-c2cn(CCC(=O)O)c(-c3ccncc3)n2)cc1 | -6% | 6% | -3%
O=C1CC2(CCN(C(=O)c3ccc(Cl)cc3)CC2)Oc2ccccc21 | ? | 4% | -24%
COc1cc(CC(=O)OCC(=O)NCC(C)C)cc(OC)c1OC | -4% | 7% | 16%
CN(C)S(=O)(=O)c1ccc(F)c(C(=O)Nc2ccccc2C(=O)NC2CC2)c1 | ? | 1%[56.1 µM] | 6%
CCCCC1(CC)C(=O)NC(=O)NC1=Nc1ccc(OC)cc1 (stereo not given) | -2% | 2% | -17%
CC(C)c1nc2scc(-c3ccc(Cl)cc3)c2c(=O)n1N | ? | 4% | 26µM*
CN1C[C@@H]2[C@@H]3C(=O)N(Cc4ccccc4)C(=O)[C@@H]3[C@](Cc3ccccc3)(C1=O)N2C(=O)c1ccc(F)cc1 | 5% | . | 10%
C=CCNCc1ccc(C(=O)NCCCCCCC)cc1[N+](=O)[O-] | 18µM* | 0% | ?
CSc1nnc(C)c(/C=C/Nc2ccc(Cl)cc2)n1 | ? | 1% | ?
COc1ccc(-n2c(-c3ccc(C)cc3)cc3c2CC(C)(C)CC3=O)cc1Cl | 5% | 6% | -16%
CCCCN1C(=O)CC(SC2CC(=O)N(CCCC)C2=O)C1=O (stereo not given) | 5.8µM* | . | 16µM*
CCOC(=O)c1c(-c2ccc(C)cc2)csc1NC(=O)c1nc(SCC)ncc1Cl | -15% | 0% | -4%
O=C(Cn1ccccc1=O)Nc1ccc(Cl)c(S(=O)(=O)N2CCCCC2)c1 | ? | 3% | ?
COc1ccc(C(CC(=O)O)NC(=O)COc2ccccc2)cc1OC (stereo not given) | 5% | -2% | -4%
CNC(=S)N1N=C(c2ccc(OC)cc2)CC1c1ccc(Cl)cc1Cl (stereo not given) | -26% | . | -27%
COc1ccc(-n2c(=O)cc(N3CCCCCC3)[nH]c2=O)cc1 | -25% | -2% | 3%
C[C@@H](NC(=O)[C@H]1O[C@@H](n2cnc3c(N)ncnc32)[C@H](O)[C@@H]1O)c1cccc2ccccc12 | -12% | . | -20%
O=C(Nc1cc(F)cc(F)c1)c1sc(Cl)nc1-c1ccccc1 | -7% | 4% | 1%
COc1ccc2oc(=O)c(C(=O)Nc3ccccc3C)cc2c1 | ? | . | ?
O=C(Nc1ccccc1C(=O)Nc1ccccn1)c1ccc([N+](=O)[O-])cc1 | -21% | -8% | -7%
Cc1cccc(CN2CCC(CNC(=O)Nc3ccc(F)c(Cl)c3)CC2)c1 | ? | . | ?
CCC(C(=O)OCC(=O)C1(O)CCC2C3CCC4=CC(=O)CCC4(C)C3C(O)CC21C)C(C)C (stereo not given) | 16µM* | . | 9.2µM*
COc1ccc(OCCCC(=O)Nc2ccc(N3CCCCC3)cc2)cc1 | -1% | 0% | 4%
O=C(COC(=O)/C=C/c1ccccc1Cl)NC1CCCCCC1 | -1% | 6% | 3%
CCCc1nnc(SCC(=O)NC2CCCCC2)n1CCOC | -13% | . | 8%
O=C(N/N=C/c1cn(-c2ccccc2)nc1-c1ccc(F)cc1)c1ccc(Br)o1 | 23µM* | 5% | 21µM*
CC12CCCC(O)(C1)C1CC(C)(C)C1CC2 (stereo not given) | 2% | 3% | 10%
COc1cc(Cl)c(S(=O)(=O)N2CC(C)OC(C)C2)cc1Cl (stereo not given) | ? | 1% | ?
COCC(C)n1c(SCC(=O)NNC(=O)c2ccc(F)cc2)nc2ccccc2c1=O (stereo not given) | -3% | 3% | 7%
O=S(=O)(c1ccccc1)C(Br)S(=O)(=O)c1ccccc1 | 5% | . | 1%
CCOC(=O)C1CCCN(C(=O)c2cc(Nc3ccc(OC)cc3)nc3ccccc23)C1 (stereo not given) | 15µM* | 6% | 21µM*
CCOc1c(Cl)cc(CNc2ccc3[nH]c(=O)[nH]c3c2)cc1OC | ? | 9% | 23µM*
Cc1cc(=O)oc(C)c1C(=O)NCCN(C)Cc1ccccc1 | 0% | 0% | 1%
Cc1ccc(-n2c(SCC(=O)N/N=C/c3ccccc3C(=O)O)nnc2-c2ccc(Cl)cc2)cc1 | 4% | . | 6%
CCOc1ccc2nc(SCC(=O)Nc3cccc(S(=O)(=O)NC4=NCCCCC4)c3)[nH]c2c1 | ? | 7% | ?
Cc1cc(C)c(C(=O)/C=C/C=C/c2ccccc2)c(=O)[nH]1 | -28% | 3% | -23%
O=[N+]([O-])c1ccc2c(c1)C(N1CCOCC1)/C(=C/COc1ccc(Cl)cc1Cl)O2 (stereo not given) | ? | 6% | ?
N#Cc1cc2c(=O)n3ccccc3nc2n(Cc2cccnc2)c1=O | -7% | . | -1%
CCOc1ccc(CC(=O)NCCc2cnc[nH]2)cc1 | 13% | . | -2%
O=C(NC(=S)N1CCCC1)c1ccccc1F | -17% | 1% | -7%
CSc1cccc(NC(=O)C2C3C=CC4(O3)C2C(=O)N(CCN2CCOCC2)C4C(=O)NC2CCCCC2)c1 (stereo not given) | 9% | 8% | 1%
COc1ccc(NS(=O)(=O)c2ccc(C)c(NC(=O)C3CCCO3)c2)cc1 (stereo not given) | -2% | 0%[56.1 µM] | -3%

Not a retest: an excerpt of the list.
SMILES | DT40 TDP1 no CPT | TDP1 inh | DT40 TDP1 CPT
O=C(c1cccc(OC2CCN(Cc3ccc(F)cc3Cl)CC2)c1)N1CCCC1 | ? | 2% | 21µM*
CCOC(=O)c1c(NC(=O)CNC2CCCc3ccccc32)sc(C(N)=O)c1C (stereo not given) | 16µM* | 2% | 23µM*
COc1ccc(O)c(C2Nc3ccccc3-n3c(-c4ccccc4)c4c(=O)n(C)c(=O)n(C)c4c32)c1 (stereo not given) | 18µM* | 3% | 9.2µM*
O=C(NC1(C(F)(F)F)NC(=O)N(CC2CCCCC2)C1=O)c1ccco1 (stereo not given) | -5% | 4% | -11%
COc1ccc(-c2cn(-c3ccccc3)nc2CO)cc1 | -22% | 1% | ?
COc1ccc(/C=C/C(=O)NC(=S)Nc2ccc(S(=O)(=O)Nc3nccnc3OC)cc2)cc1 | -4% | -1% | -2%

More results
SMILES | DT40 TDP1 no CPT | TDP1 inh | DT40 TDP1 CPT
Cc1c(C(=O)N2CCCCC2)c(S(=O)(=O)NCCc2ccc(Cl)cc2)c(C)n1C | 21µM* | 5% | ?
Cc1cc(NC(=O)CSc2nc3ccccc3cc2C#N)no1 | -15% | 0% | -7%
COC(=O)[C@@H](NC(=O)CCc1nnc(-c2ccsc2)o1)C(C)C | 5% | 3% | 14%
COc1ccc(CNC(=O)COC(=O)c2cncc(Br)c2)cc1 | -2% | 2% | -3%
O=C(CCc1ccccc1)Nc1ccc(N2CCCCC2)cc1 | -17% | -3% | -14%
Cc1c(C(=O)Nc2ccc(F)cc2F)oc2ccc3c(c12)C(=O)CC(C)(C)O3 | -10% | -3% | -28%
CS(=O)(=O)N1CCC(C(=O)N2CCC(Cc3ccccc3)CC2)CC1 | -25% | 1% | -20%
O=[N+]([O-])c1ccc(S(=O)(=O)Nc2ncccn2)cc1 | 9% | . | -13%
CC(=O)N1c2ccc(S(=O)(=O)N(C)CC(=O)Nc3ccccc3C)cc2CC1C (stereo not given) | -8% | 3% | -26%
CNCC(=O)c1c[nH]c2ccccc12 | ? | . | ?
COC(=O)Cn1cnc2c(nnn2-c2ccc(OC)cc2)c1=O | -4% | . | ?
S=C(NCCCc1cnc[nH]1)NCCCN(Cc1ccc(Cl)cc1)c1cc(-c2ccccc2)ccn1 | ? | . | ?
Cc1cc(C)cc(-n2nnc(C(=O)NCc3ccco3)c2N)c1 | -1% | 2% | -14%
CSc1nc(N)n(-c2cc(C(F)(F)F)ccn2)n1 | -16% | -7% | -4%
CCOC(=O)C1=CCC(c2ccccc2)N(S(=O)(=O)c2ccccc2)C1 (stereo not given) | 18µM* | . | 23µM*
O=S(=O)(Nc1cccnc1)c1cc(Cl)ccc1Cl | -20% | 9% | -20%
O=S(=O)(c1ccc(F)cc1)c1snnc1-c1ccccc1 | 2.9µM* | -2% | 4.1µM*
Cc1nn(C)cc1S(=O)(=O)N1CCCCC1C (stereo not given) | 7% | 1% | -15%
Cc1ccc(C(=O)Sc2cccccc2=O)cc1 | 0.52µM* | . | 0.73µM*
O=C(CCC(=O)c1cccs1)Nc1ncccc1O | 7% | 2% | 16%
C/C(=C\C(=O)c1sccc1Cl)N(C)C | -17% | 8% | 0%
COc1cccc(C(=O)N2CCC(n3nccc3NC(=O)C3CCOC3)CC2)c1 (stereo not given) | 4% | 3% | 5%
